Screens deposited in PubChem BioAssay by several laboratories.
Autophagy mod – autophagy modulation, high-content screen | MEF GFP-LC3 puncta imaging; test concentration mostly 10 µM | calls only at 10 µM (by protocol) | hit rate 0.98% among 190,000 | AID 463193;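 active = percentage of spot-positive cells more than 3 SD above its plate mean, without a fluorescence outlier flag or 80% toxicity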;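 note: spot-positive cell cutoff set from DMSO-treated cells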
Hep lipid drop – modulators of hepatic lipid droplet formation. AML12 mouse hepatocytes, oleate lipid droplets, BODIPY imaging. AID 1656. hit rate 0.4% among 240,000. inhibition, % at 6.5 µM;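 active = lipid droplet intensity inhibited by at least 50%, with more than 500 cells counted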
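Assay system: AML12 mouse liver cells | Compound: 6.5 µM single-point dosing | Schedule: Overnight exposure | Technique: Fluorescence imaging, 20x objective, two fields per well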
Yfh1-depleted yeast – enhancers of respiration in Yfh1-depleted yeast, dose response, Friedreich's ataxia, plus single-dose screen (AID 1465) | S. cerevisiae Yfh1-off respiration, WST-1 reduction, 72 h; higher fold induction means a stronger effect | one-dose fold induction at 50 µM; EC50 in µM for titrated hits | hit rate 0.074% among 220,000;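 active = fold induction of absorbance versus untreated yeast above a set limit, then at least 30% activation at any dose in follow-up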;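 note: activators that raise dye reduction in frataxin-depleted yeast; strong numbers were not always called active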
NOD2 inhibition – NOD2 signaling inhibitors, cell-based, luminescence, uHTS, HEK293 (AID 1566). hit rate 0.63% among 290,000. HEK293 NOD2/NF-kB luciferase reporter, luminescence; higher % means a stronger effect. inhibition, % at 4 µM; hits with a dose series show EC50 in µM; in the data active = inhibition above about 50%; note: many of its hits are not listed in these tables
MT stabilizer – stabilizes microtubules in HeLa cells. HeLa tubulin immunostaining HCS, 24 h; share of cells brighter than vehicle mean+2SD. % tubulin-high responders, % at 10 µM. hit rate 0.83% among 200,000;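 active = plate Z-score above 3 for both tubulin-high and condensed-nucleus cell shares, with cell loss under 80%, at 10 µM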;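 note: anti alpha tubulin signal scored within the nucleus-defined area of each cell; some results filed as inactive read as strong as hits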
Dynein cargo inh – dynein cargo transport inhibition | 3617.4 mouse cells, GR-EGFP nuclear translocation imaging; test concentration mostly 20 µM; stimulated with dexamethasone, 1 µM; active compounds read low | z-score, hits read low | hit rate 0.47% among 220,000 | AID 1381;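 active = plate z-score of nuclear minus cytoplasmic receptor signal below a set negative limit, without overly bright fluorescence or cell loss, cut at about -3.5 in these data, passing the limit was not always enough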;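 note: z-score of nuclear minus cytoplasmic ring GR-EGFP intensity difference per well; some compounds called inactive have numbers as strong as hits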
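Buffer or medium: Induction medium lacking tetracycline, stripped serum | Also added: Dexamethasone agonist, 1.0 µM final, for 30 min | Timing: 48 h induction, 1 h compound, 30 min dex at 37 °C | Detection: Formaldehyde fixation, Hoechst nuclear stain, 10x automated fluorescence imaging | Measure: Nuclear versus cytoplasmic GR-EGFP signal, averaged per well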
Insulin prom up – MIN6 insulin promoter up-regulation | MIN6 insulin promoter-GFP reporter, high-content imaging; active compounds read high | z-score at 5 µM | hit rate 0.3% among 190,000 | AID 1625;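 active = z-score above 3 at 5 µM with at least 500 cells counted in the well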
WT yeast gro inh – growth inhibition of WT yeast, mitochondrial fusion screen; mitochondrial fusion phenotypic screen, WT strain; inhibition, % at 10 µM; hit rate 2.1% among 190,000; AID 1362; in the data active = inhibition above about 58%; tested in S. cerevisiae
b-catenin transl – modulators of beta-catenin nuclear translocation | hit rate 0.3% among 190,000 | HeLa beta-catenin nuclear translocation, immunofluorescence imaging | nuclear translocation activity, % at 5 µM | AID 1665;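 active = nuclear translocation activity above 50% at 5 µM, with a well cell count of 50 or more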;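 note: per-cell ratio of nuclear to cytoplasmic median beta-catenin stain intensity; plate controls were DMSO negative control for no effect and GSK-3 inhibitor IX positive control for full effect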
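test system = HeLa cells, endogenous beta-catenin | dosing = single 5 µM dose plus 0.02–20 µM confirmation series | times = compound treatment 24 h, 37°C, 5% CO2 | technique = beta-catenin immunofluorescence imaging with DAPI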
WT yeast gro inh mutant strain – recorded beside WT yeast gro inh, whose call it bears; inhibition, %; mitochondrial fusion phenotypic screen, mutant strain inhibition
Dynein cargo inh cytoplasmic EGFP – also measured in Dynein cargo inh; calls as there; z-score; measured here: cytoplasmic GR-EGFP intensity; active compounds read high
Dynein cargo inh nuclear GR-EGFP – further read-out of Dynein cargo inh, marked with its call; z-score; measured here: nuclear GR-EGFP intensity;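 lower value marks the stronger effect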
Dynein cargo inh cell count – recorded beside Dynein cargo inh, whose call it bears; z-score; measured here: cell count per field
Insulin prom up cell count – further read-out of Insulin prom up, marked with its call; cell count; measured here: cytotoxicity, nuclei count;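 total cells summed across four imaged fields per well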
Hep lipid drop cells 6.5 µM – recorded beside Hep lipid drop, whose call it bears; cell count; measured here: cell count, cytotoxicity flag;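 cells counted across two imaged fields per well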
b-catenin transl cell count 5 µM – recorded beside b-catenin transl, whose call it bears; cell count; measured here: cell count, cytotoxicity flag
MT stabilizer Hoechst-high % – second read-out of MT stabilizer, no call of its own (marks repeat the call); % Hoechst-high responders; measured here: nuclear condensation Hoechst responders;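 share of cells brighter than vehicle mean plus two SD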
MT stabilizer cytotoxicity % – recorded beside MT stabilizer, whose call it bears; toxicity, %; measured here: cytotoxicity by cell density;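 0% = mean cell density of plate MIN control wells and 100% = no cells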
Autophagy mod cell loss 18 h – also measured in Autophagy mod; calls as there; toxicity, %; measured here: cell loss, nuclei count;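 cell loss after 18 h compound exposure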
The depositor's hits bear a star; i = inactive; nt = no result given; + = active, no number. Not all compounds are listed. The share of hits here may be higher or lower than overall.

SMILES	Autophagy mod	Autophagy mod cell loss 18 h	Hep lipid drop	Hep lipid drop cells 6.5 µM	Yfh1-depleted yeast	NOD2 inhibition	MT stabilizer	MT stabilizer Hoechst-high %	MT stabilizer cytotoxicity %	Dynein cargo inh	Dynein cargo inh cytoplasmic EGFP	Dynein cargo inh nuclear GR-EGFP	Dynein cargo inh cell count	Insulin prom up	Insulin prom up cell count	WT yeast gro inh	WT yeast gro inh mutant strain	b-catenin transl	b-catenin transl cell count 5 µM
COc1ccc(-c2csc(NC(=O)Cn3nc(C)cc3C)n2)cc1	i	22	nt	nt	i	10%	2.9	2.9	17	-0.078	-0.27	0.016	0.12	1.2	1618	-14	-29	0.9	1335
CC(C)C(=O)Nc1nnc(SCC(=O)Nc2ccc3c(c2)OCCO3)s1	i	6	5	712	i	3%	4.4	2.9	8.7	-0.93	-0.31	0.18	-0.41	-0.99	1059	-4	8	-0.7	973
CCOc1ccc(NC(=S)/C(=C(\[O-])c2ccc(C)c([N+](=O)[O-])c2)[n+]2ccccc2)cc1	i	-10	11	774	i	-59%	2.2	1.6	7.4	0.025	-0.14	0.18	0.2	0.2	814	5	-12	-2.0	1215
COC(=O)C1(NC(=O)NC2CCCCC2)CCCCC1	nt	nt	-19	694	i	-13%	nt	nt	nt	-0.51	-0.24	-0.29	0.81	0.41	1425	nt	nt	-1.8	1112
Cn1nc(-c2ccc3c(c2)OCCO3)c2ccccc2c1=O	i	14	8	689	i	30%	2.3	1.2	11	1.1	-0.17	0.17	-0.54	-0.98	1188	-5	-18	-1.7	1083
COc1cc(C(=O)NC(=S)NNC(=O)c2cnccn2)cc(OC)c1OC	i	4	2	622	i	5%	2.1	1.4	3.9	0.34	-0.24	0.18	0.0079	-0.14	1237	-1	10	-1.2	967
CCOc1c2ccc(C(=O)NCc3ccccc3OC)cc2nn1CC	i	-25	nt	nt	i	13%	2.5	1.7	4.7	-0.27	-0.19	0.38	0.7	-0.45	1616	0	-7	1.1	1313
COC(=O)c1ccccc1NC(=O)CN1CCC(n2nnc3cc(C(F)(F)F)ccc32)CC1	i	25	0	720	nt	-2%	2.3	1.1	4.0	0.14	0.02	0.38	0.24	0.59	880	10	4	2.6	984
CC(C)CSC1=NSC2=NC(=O)/C(=C\c3coc4ccccc4c3=O)C(=N)N12	i	-7	-3	715	i	-39%	2.3	1.7	4.0	3	9.7	2.9	0.84	0.09	1108	14	14	nt	nt
CCc1ccccc1NC(=O)CSc1nnc(Cn2nnc3ccccc32)n1C	i	5	2	683	i	13%	1.8	2.8	6.9	0.7	-0.18	0.26	-0.78	nt	nt	-12	3	-0.7	1177
CC(C)c1ccc(O)c(NC(=S)NC(=O)c2cccnc2)c1	i	-37	0	633	i	-3%	4.0	1.5	2.4	2.9	-0.16	1.3	-1.4	-0.53	1375	-1	-5	0.3	1042
CCOc1ccc(CNCCc2ccc(S(N)(=O)=O)cc2)cc1	i	29	9	685	i	15%	4.4	2.0	4.0	-0.81	-0.36	-0.36	0.09	-0.24	1498	1	-2	-1.2	1579
Cc1cc(C)c2c(c1)-c1c(ssc1=S)C(C)(C)N2C(=O)CSc1nncn1C	i	2	nt	nt	i	-1%	18*	8.4*	35*	0.29	-0.28	0.55	-1.1	-0.05	1174	-2	-1	-0.6	741
Cc1cccc(C)c1N1C(=O)CC(N(O)c2ccccc2)C1=O (stereo not drawn)	i	7	2	640	i	5%	6.5	1.4	1.6	0.71	-0.18	0.094	-0.23	-0.1	1153	10	-4	3.9	1016
CCOc1ccc(NC(=O)Nc2cc(C)ccc2OC)cc1	i	2	6	729	i	13%	2.5	1.9	2.3	0.43	-0.16	1	-0.76	-0.07	1115	12	-7	0.1	1182
O=C(c1ccco1)N(CC1CCCO1)c1nc(-c2ccccc2)cs1 (stereo not drawn)	i	-6	nt	nt	i	0%	2.4	1.5	7.0	-0.52	-0.21	-0.26	1.1	-0.28	1324	18	11	0.7	1139
CCN1CCCC1CNC(=O)CCNC(=O)c1cc(OC)c(OC)c(OC)c1 (stereo not drawn)	i	4	nt	nt	i	20%	4.1	2.8	7.0	-0.72	-0.25	-0.22	0.6	-0.81	1557	1	2	2.9	1442
O=c1nc(/C=C/c2ccc(O)c(O)c2)oc2ccccc12	nt	nt	-15	746	i	-37%	nt	nt	nt	1.6	-0.075	0.67	-2.4	-0.44	1143	nt	nt	1.5	1286
Cc1cc(C)c2nc(N3CCCC(C(=O)NCCCN4CCOCC4)C3)sc2c1 (stereo not drawn)	i	-5	9	807	i	3%	0.9	1.6	18	0.18	0.21	0.21	0.15	-1.8	941	-2	-18	-0.6	1209
Cc1ccc(-n2nc(C(=O)N/N=C/c3cccc(C(F)(F)F)c3)c3ccccc3c2=O)cc1C	i	-3	-7	703	i	4%	3.1	1.6	4.6	1.1	-0.046	0.072	-0.61	0.71	1856	24	25	0.0	1090
O=C(COC(=O)c1ccc(Cl)c(S(=O)(=O)N2CCc3ccccc3C2)c1)Nc1ncc(Cl)cc1Cl	i	4	4	663	i	-26%	1.8	1.8	6.3	-0.51	-0.032	0.36	-0.42	0.1	1291	-2	-16	1.3	953
Cc1nnsc1C(=O)NNc1ccc(C(C)(C)C)cc1	nt	nt	2	684	i	-15%	nt	nt	nt	0.15	-0.24	-0.19	-0.13	0.03	1409	nt	nt	1.1	1378
O=C(/C=C/c1cccs1)NC(=S)NNC(=O)c1ccccc1O	i	6	1	704	i	27%	1.5	1.9	2.1	-0.41	-0.36	0.12	0.31	-4.8	703	30	23	-4.7	954
Cn1ncc2cc(NC(N)=S)ccc21	i	6	25	675	i	-10%	2.7	1.6	11	-0.25	-0.32	-0.14	0.35	-0.94	1265	8	5	0.0	1105
CC(OC(=O)c1ccncc1)C(=O)Nc1cccc(Cl)c1 (stereo not drawn)	i	-7	nt	nt	i	11%	4.4	2.7	7.8	-0.56	-0.22	-0.042	-0.32	-0.06	1535	-22	16	0.5	1401

The last 4 entries of the section above lead into the next.
SMILES	Autophagy mod	Autophagy mod cell loss 18 h	Hep lipid drop	Hep lipid drop cells 6.5 µM	Yfh1-depleted yeast	NOD2 inhibition	MT stabilizer	MT stabilizer Hoechst-high %	MT stabilizer cytotoxicity %	Dynein cargo inh	Dynein cargo inh cytoplasmic EGFP	Dynein cargo inh nuclear GR-EGFP	Dynein cargo inh cell count	Insulin prom up	Insulin prom up cell count	WT yeast gro inh	WT yeast gro inh mutant strain	b-catenin transl	b-catenin transl cell count 5 µM
Cc1nnsc1C(=O)NNc1ccc(C(C)(C)C)cc1	nt	nt	2	684	i	-15%	nt	nt	nt	0.15	-0.24	-0.19	-0.13	0.03	1409	nt	nt	1.1	1378
O=C(/C=C/c1cccs1)NC(=S)NNC(=O)c1ccccc1O	i	6	1	704	i	27%	1.5	1.9	2.1	-0.41	-0.36	0.12	0.31	-4.8	703	30	23	-4.7	954
Cn1ncc2cc(NC(N)=S)ccc21	i	6	25	675	i	-10%	2.7	1.6	11	-0.25	-0.32	-0.14	0.35	-0.94	1265	8	5	0.0	1105
CC(OC(=O)c1ccncc1)C(=O)Nc1cccc(Cl)c1 (stereo not drawn)	i	-7	nt	nt	i	11%	4.4	2.7	7.8	-0.56	-0.22	-0.042	-0.32	-0.06	1535	-22	16	0.5	1401
CCOC(=O)C1CCN(C(=O)CSc2n[nH]c(=O)[nH]c2=O)CC1	i	-5	9	646	i	5%	4.5	2.8	5.6	-1	-0.24	-0.7	0.79	0.3	1567	3	-2	-1.4	1031
CC1(C)CC(=O)C=C(NNC(=O)c2cccnc2)C1	nt	nt	11	769	i	7%	nt	nt	nt	0.21	-0.2	-0.29	0.95	-0.03	1353	nt	nt	0.9	981
Cc1ccccc1-n1nnnc1SCC(=O)NCC1CCCO1 (stereo not drawn)	+	-0.9*	-13	700	i	15%	8.4	1.0	2.6	-0.88	0.88	-0.26	1.3	0.14	1162	3	-9	1.9	1117
O=c1c(Oc2ccccc2Br)c(C(F)(F)F)oc2c(CN3CCCC3)c(O)ccc12	i	-1	nt	nt	i	-2%	1.2	1.8	7.0	-0.7	-0.16	-0.39	0.18	-0.23	1571	10	4	-2.8	1363
CC(C)(C)c1ccc(-c2nc(O)c(CC(=O)O)s2)cc1	nt	nt	-3	686	i	-10%	nt	nt	nt	-0.37	-0.18	-0.34	0.066	0.05	1008	nt	nt	-0.5	1266
Cc1ccc(NC(=O)Cn2nc(C)cc2C)cc1	i	0	nt	nt	i	0%	5.3	3.0	6.3	-0.2	-0.2	0.17	-0.2	0.22	1262	3	20	0.0	1158
CC(C)N(C(=O)CSc1nc2ccccc2n1-c1ccccc1)C(C)C	i	-2	nt	nt	i	4%	1.9	0.7	5.2	0.46	-0.013	-0.32	-0.87	1.8	1545	-13	-7	0.4	1293
CCn1nc(C)c(NC(=O)CSc2nnc(-c3ccco3)n2C)c1C	i	-1	-3	812	i	4%	2.9	2.1	2.3	0.66	-0.23	0.28	0.57	-0.24	1243	0	-20	nt	nt
COc1ccc(-n2c3c(cc(C(=O)NCc4ccco4)c2=O)C(=O)CC(C)(C)C3)cc1	i	26	-6	705	i	11%	1.4	1.0	2.8	1.7	-0.067	1.5	-1.6	-0.54	1511	4	-9	-0.7	1022
